Compound activity deposited in PubChem BioAssay by NCI.
All columns: NCI-60 one-dose screen, growth in % after 48 h at 10 µM unless noted; 100 = growth as untreated, 0 = no growth, -100 = all killed.
HL-60(TB) – HL-60(TB) leukemia cells | 78,000 tested, 9% active; active means growth percent below 10
Starred values were filed as active, the others as inactive; & = joins results of further samples; [ ] = another dose, or the depositor's remark. Only part of the results is shown. The share of hits here may be higher or lower than overall.

SMILES	HL-60(TB)
COc1ccc(C(O)c2cc3c(N)c(C(=O)Nc4ccccc4)sc3nc2C)cc1 (stereo unspecified)	-68.5*
CC1=C(CCN2CCOCC2)C(=O)N2N=C(c3ccccc3)OC2N1 (stereo unspecified)	89.7
COc1ccc(C2=C(c3ccc(OC)cc3)C3(c4ccccc4)C(=O)C2(c2ccccc2)C2C(=O)N(c4ccc(C)cc4)C(=O)C23)cc1 (stereo unspecified)	83.4
Nc1nc(-c2ccccn2)cc(-c2cc(-c3ccccn3)nc(N)n2)n1	105.4
O=C(c1c(F)c(F)c(F)c(F)c1F)n1ccnc1	120.5
CN(C)C(=O)OCCOc1c(Cl)cc(Cl)c(Cl)c1[N+](=O)[O-]	81.5
O=C(Nc1ccccc1S)c1ccc(-n2nc(-c3ccccc3)c3ccccc32)cc1	105.6
C1CSCC2(COC2)CS1	106.5
O=C1C=C(C(O)c2ccccc2)C(=O)c2ccccc21 (stereo unspecified)	42.9
COc1cc(/C(=C2/O[C@@H]([C@H]3COC(C)(C)O3)[C@H]3OC(C)(C)O[C@@H]23)c2ccc3ccccc3c2)cc(OC)c1OC	59.2
COC(=O)CC[C@H](C)[C@H]1CC[C@H]2[C@@H]3CC[C@@H]4C(c5nc6ncccc6[nH]5)=C(Cl)CC[C@]4(C)[C@H]3CC(=O)[C@]12C	53.3
Cc1ccc(-n2nc3n(/c2=N\C(=O)NS(=O)(=O)c2ccc(C)cc2)CCN3C2=NCCN2)cc1	146.3
COc1ccc2[nH]c(C(=O)OCc3ccc4c(Br)cc(Br)c(O)c4n3)cc2c1	-32.7*
O=S(CCc1ccccc1)Nc1ccccc1 (stereo unspecified)	99.3
CC1(C)CC(N2CCOCC2)=CC(=S)N1	102.3
Cc1ccc(C(=O)NN2C(=O)CSC2c2cccc(Cl)c2)cn1 (stereo unspecified)	109.2
Cc1ccc(S(=O)(=O)C/C(=N\NC(=O)c2ccc(S(N)(=O)=O)cc2)c2cc3cc(Br)ccc3o2)cc1	101.6
CCC1C[N+]2=C(c3cc(OC)c(OC)cc3CC2)c2c1cc1n2CCc2cc(OC)c(OC)cc2-1 (stereo unspecified)	8.3*
Cc1nnc(NS(=O)(=O)c2ccc(N=Nc3cc(N=Nc4ccccc4)c(N)nc3N)cc2)s1	67.8
O=c1nc(NC(=S)Nc2ccn([C@H]3CC[C@@H](CO)O3)c(=O)n2)ccn1[C@H]1CC[C@@H](CO)O1	86.4

Filtered by structure: the entries above containing two or more sulfur atoms
SMILES	HL-60(TB)
C1CSCC2(COC2)CS1	106.5
Cc1ccc(S(=O)(=O)C/C(=N\NC(=O)c2ccc(S(N)(=O)=O)cc2)c2cc3cc(Br)ccc3o2)cc1	101.6
Cc1nnc(NS(=O)(=O)c2ccc(N=Nc3cc(N=Nc4ccccc4)c(N)nc3N)cc2)s1	67.8

Part of the list above, field by field:
O=c1nc(NC(=S)Nc2ccn([C@H]3CC[C@@H](CO)O3)c(=O)n2)ccn1[C@H]1CC[C@@H](CO)O1
- HL-60(TB) = 86.4

Cc1ccc(S(=O)(=O)C/C(=N\NC(=O)c2ccc(S(N)(=O)=O)cc2)c2cc3cc(Br)ccc3o2)cc1
- HL-60(TB) = 101.6

CN(C)C(=O)OCCOc1c(Cl)cc(Cl)c(Cl)c1[N+](=O)[O-]
- HL-60(TB) = 81.5

COc1ccc(C(O)c2cc3c(N)c(C(=O)Nc4ccccc4)sc3nc2C)cc1 (stereo unspecified)
- HL-60(TB) = -68.5*

Remaining list, next part
SMILES	HL-60(TB)
CC12CCC3C(C(O)CC4=CC(=O)CCC43C)C1CCC(=O)O2 (stereo unspecified)	69.9
CC(=O)Nc1ccc(C)c(NC(C)=O)c1	53.1
NCc1nnnn1-c1cccc(Br)c1	92.2
CC(C)(C)OC(=O)NOC(=O)C(C)(C)C	55.0
CCCC1CCCCN1C (stereo unspecified)	88.3
CN(C)CC(=O)c1ccc2cc(Cl)c3ccccc3c2c1	95.3
COc1c(B(O)O)cc(F)cc1-c1nc2ccc3[nH]ncc3c2c2c1CCCC2	-2.4*
O=P(O)(O)c1ccccc1Cl	98.1
CN1C(=O)N(C)C2C1NN=c1s/c(=C\c3ccco3)c(=O)n12 (stereo unspecified)	98.2
CC(=O)Cc1ccc([N+](=O)[O-])cc1	113.3
C[C@@H]1C[C@H]2C(=O)O[C@@H](C)[C@H](NC(=O)[C@H](Cc3cc(F)cc(F)c3)NC(=O)Nc3ccc(Cl)cc3F)C(=O)N3C[C@H](O)C[C@H]3C(=O)N3CCN(C)C[C@H]3C(=O)N[C@@H](C)C(=O)N2C1	30.1
CCOC(=O)c1cc(C(=O)c2cc(OC)cc(OC)c2)n2cnc(-c3ccc(Cl)cc3)cc12	82.2
CCCCCCCCC/C(=N\N=C(N)N)c1ccccc1	44.0
CC1CC=CCC12C(=O)NC(=S)NC2=O (stereo unspecified)	135.9
CCOc1ccc(-c2cc(C(=O)Nc3ccc(C(C)=O)cc3)no2)cc1OCC	101.9
c1cc(OCCN2CC2)ccn1	80.5
O=C(CSc1nnc(-c2ccccc2)o1)Nc1nc(-c2ccccc2)cs1	94.2
NS(=O)(=O)c1ccc(-n2nc(-c3ccc(Cl)cc3)c3ccccc3c2=O)cc1	95.2
CN(C)c1ccc(/C=C/C2NC(C(=O)Nc3ccc(-c4n[nH]c(=S)o4)cc3)CS2)cc1 (stereo unspecified)	103.0
CC(C)(C)NC(=O)N/C(N)=N/c1nc2ccccc2s1	91.5

Looked up by compound from above:
SMILES	HL-60(TB)
CCOc1ccc(-c2cc(C(=O)Nc3ccc(C(C)=O)cc3)no2)cc1OCC	101.9
CN1C(=O)N(C)C2C1NN=c1s/c(=C\c3ccco3)c(=O)n12 (stereo unspecified)	98.2

Next compounds follow.
SMILES	HL-60(TB)
CC1CCN(C(Cc2ccccc2)c2ccccc2)CC1 (stereo unspecified)	87.9
CC(=O)CC(C)=Nc1cccc(N=C(C)CC(C)=O)c1	55.7
O=C(c1ccc(-c2ccc3[nH]c(=O)nc(-c4ccccc4)c3c2)cc1)N1CCOCC1	87.2
CCNC(=O)CCCC(=O)OC	97.2
C#CCOc1ccc(C(Nc2ccc(F)cc2)c2nnnn2C2CCCCC2)cc1 (stereo unspecified)	98.2
CN(C)[C@@H]1C(=O)C(C(N)=O)=C(O)[C@@]2(O)C(=O)C3=C(O)c4c(O)cccc4[C@@](C)(O)[C@H]3[C@H](O)[C@@H]12	104.2
COc1ccc2nc(-c3ccc(-c4noc(-c5ccccc5)n4)cc3)[nH]c2c1	91.8
CCOC(=O)C1=C(C)NC(SCc2cc(=O)oc3ccc(OC)cc23)=N[C@@H]1c1cccc2ccccc12	76.8
Cc1cccc2[nH]c(=O)cc(NNC(=S)Nc3ccccc3)c12	97.8
O=c1c(-c2nc3ccccc3[nH]2)cc2ccccc2n1Cc1cn(Cc2ccc(F)cc2)nn1	0.0*
CC[C@H](C)[C@@H]1NC(=O)[C@H](Cc2ccc(O)cc2)N(C)C(=O)[C@H](Cc2ccccc2)NC(=O)CN(C)C(=O)[C@@H]2CCCN2C(=O)[C@@H](Cc2ccccc2)N(C)C(=O)[C@H](CC(C)C)NC1=O	-24.0*
Cn1cc(CCn2cnc(-c3cnn(C)c3)c2-c2ccc(C#N)cc2)cn1	122.9
O=C(Nc1ccccc1)c1cccc(NC(=O)c2ccco2)c1	101.4
COc1cc2c(cc1OC)C1=NN(C(=O)Nc3ccc(C)cc3C)C(c3ccncc3)C1C2 (stereo unspecified)	99.9
Cc1ccc(-c2nn(-c3ccccc3)cc2/C=C/C(=N/NC(N)=S)c2cc3ccccc3oc2=O)cc1	115.1
COC(=O)C1=C(C)Nc2ncnn2C1c1ccccc1 (stereo unspecified)	85.7
O=c1c(O)cccn1CCCNCCCN(CCCn1cccc(O)c1=O)CCCn1cccc(O)c1=O	120.0
O=C(O)c1ccc(-n2cc(/C=N/Nc3ccc(Cl)cc3Cl)c(-c3ccccc3)n2)cc1	-81.8*
ClCCN(CCCl)c1ccc(CCNc2ccnc3cc(Cl)ccc23)cc1	61.4
CSc1cc(SC)nc(N)n1	111.1
NC(=O)Oc1ccc(Cc2ccccc2)cc1	84.9
OCc1ccc(-c2ccc(-c3ccc(CO)s3)o2)s1	21.7
c1ccc2c(c1)NC1(CCSCC1)n1nccc1-2	98.3
CCOC(=O)C(Cc1ccc([N+](=O)[O-])cc1)N1C(=O)c2ccccc2C1=O (stereo unspecified)	99.6
CSC(=S)Nc1ccc(Cl)cc1	92.9&93.7
CC/C=C\C[C@H](O)C/C=C1/C(=O)C=C[C@@]1(C)C/C=C\CCCC(=O)OC	98.9
O=c1c2ccccc2nc(COc2ccccc2)n1/N=C/c1ccc(N2CCCC2)cc1	101.1
CCN(CC)Cc1cc(Nc2ccnc3cc(Cl)ccc23)ccc1OC	86.0
CN1CCN(c2ccc(Nc3ncc(C(N)=O)c(NCCCNC(=O)C4CCC4)n3)cc2)CC1	-36.3*
Cc1cccc2cc(-c3cc4ccccc4[nH]3)/c(=N/C(=O)Nc3ccccc3)oc12	99.2
CC(=O)OC[C@H]1OC(O)C=C[C@@H]1OC(C)=O (stereo partly specified)	107.6
CCN(CC)C1C2=C(CCCC2)OS(=O)(=O)C1c1ccccc1 (stereo unspecified)	98.1[100 µM]
CCOC(=O)C1=C(C)NC(=O)NC1c1cc(=O)oc2ccc(C)cc12 (stereo unspecified)	97.6
N#CCNC=O	77.6
CCCCCCCN(CCCl)C1c2ccccc2-c2ccccc21	67.9
COc1ccc(OC)c(C(O)C(C)N)c1 (stereo unspecified)	99.9
CC1(C)CC(=O)c2cccnc2O1	113.4
CCN(CC)CCCNCc1cc(-c2ccccc2)nc2cc(Cl)ccc12	14.0
O=c1nc(-c2ccccc2)c2cc(-c3ccc(C(F)(F)F)nc3)ccc2[nH]1	94.5
CC/C=C(\CCC)C(C)(C#N)C(=O)OCC (stereo unspecified)	121.5
COc1ccc(NC2=C(C#N)C(=N)N3c4ccccc4Sc4ccccc4C3N2)cc1 (stereo unspecified)	79.1
Cc1cc2nnn(Cc3cccc(NC(=O)CCCC(=O)Nc4cccc(Cn5nnc6cc(C)c(C)cc65)c4)c3)c2cc1C	102.0
Cc1sc2c(c1C)c(=O)nc1c(-c3nc(-c4ccccc4Cl)no3)n[nH]n12	103.5
N#Cc1ccc([N+](=O)[O-])cc1OCCN1CCCCC1	97.3
CCOC(=O)C(C#N)C(=N)CC(=O)O (stereo unspecified)	96.5
Nc1cccc2ccc(O)cc12	93.0&84.1
O=C(O)Cc1cc2c(cc1Br)OCO2	83.5
OCC(O)[C@H]1O[C@@H]2O[C@H](C(Cl)(Cl)Cl)O[C@@H]2[C@H]1O (stereo partly specified)	78.6
CC(C)C(=O)Nc1ccc([N+](=O)[O-])c(C(F)(F)F)c1	98.3&91.1
CCCCN1C(=O)/C(=c2\sc3n(c2=O)C2C(NN=3)N(CC)C(=O)N2CC)c2ccccc21 (stereo unspecified)	-52.2*
CN(C)c1ccc(C(=O)Nc2nccs2)cc1	98.1
CC1OC(OC2C(Oc3cc(O)c4c(c3)O[C@H](c3ccc(O)cc3)CC4=O)OC(CO)C(O)C2O)C(O)C(O)C1O (stereo partly specified)	92.4
COc1ccc(-c2cc(-c3cccc(Nc4ccnc5cc(Cl)ccc45)c3)nc3nc(N)[nH]c(=O)c23)cc1	90.5
COc1ccc2cc(-c3cc(OC)c(OC)c(OC)c3)c(=O)oc2c1	55.3
CCOC(=O)C(C(=O)Cc1ccccc1)c1ccccc1 (stereo unspecified)	141.3&87.7
NS(=O)(=O)c1ccc(N=Nc2c(O)n(CC(=O)Nc3ccc(Cl)cc3)c3ccccc23)cc1	85.2
C[N+]1(CC#CC[N+]2(C)CCCC2)CCCC1	94.1
O=C(CNc1ccc(-c2nc3ccccc3s2)cc1)Nc1ccc(F)cc1	91.7
CC(=O)Nc1c(Cl)cc2c(c1Cl)Cc1cc([N+](=O)[O-])ccc1-2	96.3
Cn1c(Cl)cc2c1-c1oncc1CC2	110.1
Additional records.
SMILES	HL-60(TB)
N#Cc1cn(-c2ccccc2)c(=O)[nH]c1=O	109.8
CCOC(=O)C1C(=O)Nc2nc3ccccc3n2C1c1ccco1 (stereo unspecified)	98.3
CN(C)C=Nc1ccc(S(=O)(=O)c2ccc(N=CN(C)C)cc2)cc1	112.1
CC(C)(C)C(=O)Nc1cc(NC(=O)C(C)(C)C)cc(C(=O)Nc2ccccc2)c1	103.3
CCCn1c(N)c(C(=O)N/N=C(/C)c2cc3cccc(OC)c3o2)sc1=S	67.7
C(=C\c1ccncc1)/c1ccncc1	105.4
CCN(CC)C(C)C(=O)c1ccc2cc(Br)c3ccccc3c2c1 (stereo unspecified)	93.7
C#Cc1ccc(-n2c(/C=C/c3cc(OC)c(OC)c(OC)c3)nc3ncccc3c2=O)cc1	26.5
Cn1cc(CNc2nc3ccc(OC/C(=C/F)CN)cc3o2)ccc1=O	100.9
CC1(C)CC(=O)c2cnc(Nc3ccc(S(N)(=O)=O)cc3)nc2C1	97.5
Cc1[nH]c(N)nc(=S)c1CCCNc1ccc(C(=O)NC(CCC(=O)O)C(=O)O)cc1 (stereo unspecified)	69.7
CC(=O)OCC(=O)[C@@]1(O)CC[C@H]2[C@@H]3C[C@H](C)C4=CC(=O)C=C[C@]4(C)[C@H]3[C@@H](O)C[C@@]21C	102.5
CC1(C)CC(=O)c2c(ccc(C(=O)C[C@@H](N)CO)c2N)O1	35.7
O=C(O)C1CC2CC1C1C2C2(Cl)C(Cl)=C(Cl)C1(Cl)C2(Cl)Cl (stereo unspecified)	95.5&80.0
Br/C(=C(\Br)c1ccccc1)c1ccccc1	101.3
CC(C)[C@H]1CC[C@H]2[C@@H](CC[C@H]3[C@](C)(CN)CCC[C@]23C)C1	71.8
COc1ccc(-c2nc(SCC(=O)c3ccc(Cl)c(Cl)c3)[nH]c(=O)c2C#N)cc1	112.8
NC(N)=N/N=C/c1ccc(-c2ccc(-c3ccc(Cl)cn3)s2)cc1	97.8
Cc1cccc(NC(=S)NCCc2ccccn2)c1	64.4
CC1([N+](=O)[O-])COC(c2ccccc2)OC1 (stereo unspecified)	102.9
COC(CCN(Cc1ccccc1)Cc1ccccc1)N1CCCC1=O (stereo unspecified)	91.9
COc1cc(-c2[nH]c(=S)[nH]c(=O)c2C#N)cc(OC)c1OC	90.8
CC1=CC(C)(C)NC(=S)N1c1cccc(Cl)c1	106.2&90.2
CC1(C)CN=C(Cc2ccccc2)NC1	80.7
Nc1cc(C(=O)N/N=C\c2ccc(OC(F)F)c(OC3CCCC3)c2)nn1CC(O)c1ccccc1 (stereo unspecified)	91.3
